PostGolgi ctrl: inhibits growth of the yeast control strain; efflux-deficient yeast background strain, growth absorbance A615, 16 h; inhibition, % at 10 µM; hit rate 5% among 98,000; AID 738; in the data active means inhibition above about 30%
HUVEC inhibit: human endothelial cell proliferation inhibition | HUVEC proliferation, CellTiter-Glo luminescence, 72 h; stronger effect = lower value | viability, % at 10 µM (by protocol) | hit rate 1.1% among 86,000;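 active means viability at or below 30%; inactive means viability above 30%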;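 further: 100% = median luminescence of DMSO-only cell control wells on each plate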
Lung fibro prol: blocks proliferation of human lung fibroblasts | viability, % at 10 µM | hit rate 1.1% among 85,000 | LL 47 human lung fibroblast viability, ATP luminescence; stronger effect = lower value;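 active means viability at or below 50% in the single dose screen; inactive means viability above 50%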;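 further: compound exposure lasted 72 h before the ATP readout; 100% = median luminescence of untreated cell-only wells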
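test system = LL 47 human lung fibroblasts | amount = 1,150 fibroblasts seeded per well | medium = 15% FBS in IMEM | times = overnight cell rest, 72 h compound treatment at 37 °C | measured by = CellTiter-Glo luminescence measuring cellular ATP | read-out = viability percentage against median untreated-cell control | benchmarks = cell-only wells, no compound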
H69AR inhibit: growth inhibitors of human H69AR lung tumor cells | H69AR lung tumor viability, ATP luminescence, 72 h; stronger effect = lower value | viability, % at 10 µM | hit rate 6% among 85,000 | AID 598;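 active means viability at or below 40%; inactive means viability above 40%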;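 further: multidrug resistant small cell line overexpressing MRP-1 efflux transporter; 100% = mean luminescence of untreated control wells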
* marks the source's active call; other numbers are inactive results; / = no result given.

(1) COc1ccc(Nc2ncc(C(=O)N3CCC4(CC3)OCCO4)c3ccccc23)cc1
(2) O=P(c1ccccc1)(c1ccccc1)N1CCCCC1
(3) COP(=O)(OC)C(O)C(Cl)(Cl)Cl (configuration not stated)
(4) O=C(O)CCCc1ccc(N(CCCl)CCCl)cc1
(5) Cc1cc(OCC(=O)OC(C)(C)C)c2c3c(c(=O)oc2c1)CCC3
(6) CC(=O)Nc1cc([As](=O)(O)O)ccc1O
(7) S=C1NCCN1
(8) c1ccc2c(c1)[nH]c1cnccc12
(9) COc1ccccc1CN1CCN(C(=O)Cc2ccccc2)CC1
(10) CCCCn1c(=O)c(C(=O)Nc2nc3ccccc3[nH]2)c(O)c2ccccc21
screen / no. | 1 | 2 | 3 | 4 | 5 | 6 | 7 | 8 | 9 | 10
Lung fibro prol | / | / | 89 | 78 | 95 | 102 | 99 | 96 | 100 | 85
PostGolgi ctrl | 1 | 15 | / | / | / | / | / | / | / | /
HUVEC inhibit | / | / | 95 | 82 | 80 | 95 | 98 | 94 | 92 | 100
H69AR inhibit | / | / | 78 | 51 | 89 | 88 | 93 | 89 | 89 | 8.5*

(11) COC(=O)C1=C(N)OC(C)=C(C(C)=O)C12C(=O)N(C)c1ccccc12 (configuration not stated)
(12) CCOC(=O)c1cc2c(cn1)[nH]c1ccccc12
(13) CCCC(=O)OCC[N+](C)(C)C
(14) ClC1=CCC2CN(CCN3CCCCC3)CC2C1 (configuration not stated)
(15) c1ccc2c3c([nH]c2c1)CNCC3
(16) CCC(COC(=O)c1cc(OC)c(OC)c(OC)c1)(c1ccccc1)N(C)C (configuration not stated)
(17) CN1CCC(N2CC3CC(C2)c2cccc(=O)n2C3)CC1 (configuration not stated)
(18) O=c1cccc2n1CC1CC2CN(c2ncnc3c2cnn3-c2ccc(Cl)cc2)C1 (configuration not stated)
screen / no. | 11 | 12 | 13 | 14 | 15 | 16 | 17 | 18
Lung fibro prol | 98 | 104 | 92 | 92 | 87 | 93 | 98 | 95
PostGolgi ctrl | / | / | / | / | / | / | / | /
HUVEC inhibit | 91 | 112 | 100 | 92 | 81 | 92 | 103 | 95
H69AR inhibit | 78 | 75 | 101 | 85 | 87 | 83 | 105 | 92

7 neighbouring compounds already listed, quoted:
(9) COc1ccccc1CN1CCN(C(=O)Cc2ccccc2)CC1
(10) CCCCn1c(=O)c(C(=O)Nc2nc3ccccc3[nH]2)c(O)c2ccccc21
(11) COC(=O)C1=C(N)OC(C)=C(C(C)=O)C12C(=O)N(C)c1ccccc12 (configuration not stated)
(12) CCOC(=O)c1cc2c(cn1)[nH]c1ccccc12
(13) CCCC(=O)OCC[N+](C)(C)C
(14) ClC1=CCC2CN(CCN3CCCCC3)CC2C1 (configuration not stated)
(15) c1ccc2c3c([nH]c2c1)CNCC3
screen / no. | 9 | 10 | 11 | 12 | 13 | 14 | 15
Lung fibro prol | 100 | 85 | 98 | 104 | 92 | 92 | 87
PostGolgi ctrl | / | / | / | / | / | / | /
HUVEC inhibit | 92 | 100 | 91 | 112 | 100 | 92 | 81
H69AR inhibit | 89 | 8.5* | 78 | 75 | 101 | 85 | 87

Source: PubChem BioAssay

Only part of the results is shown. The share of hits here may be higher or lower than overall.
